TIM10 inh: growth inhibitors of isogenic TIM10 control yeast, primary screen, counter-screen for tim10-1 yeast inhibitor project, luminescence, uHTS; S. cerevisiae TIM10 strain growth, BacTiter-Glo luminescence, 24 h; inhibition, % at 10 µM; 330,000 tested, 1.4% active; AID 463195, 2010;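 active means inhibition of 40% or more at the single tested concentration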;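 further: wild-type TIM10 isogenic control strain grown at permissive 25 °C; 0% = DMSO yeast wells and 100% = minimal medium wells without yeast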
GRIN3A LBD mod: binders of NR3A ligand-binding domain, primary screen, biophysical, differential scanning fluorimetry, uHTS. Glutamate receptor ionotropic, NMDA 3A (GRIN3A) ligand-binding domain. NR3A LBD differential scanning fluorimetry, Tm shift; 0% = protein alone, 100% = glycine-bound protein. Tm shift relative to glycine control, % at 25 µM. 340,000 tested, 2.5% active. AID 1259313, 2017;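 active means melting temperature shift of at least 10% of the positive control shift, at one fixed dose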
Mdm2-MdmX inh: inhibitors of human Mdm2-MdmX association, primary screen, cell-based, luminescence, split luciferase, SaOS-2, uHTS | SaOS-2 split-luciferase Mdm2/MdmX complementation | inhibition, % at 8 µM | 330,000 tested, 3% active | AID 485346, 2010;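 active means inhibition of at least 50% at 8 µM in the primary screen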
Target sequence (O15151 whole entry, looked up): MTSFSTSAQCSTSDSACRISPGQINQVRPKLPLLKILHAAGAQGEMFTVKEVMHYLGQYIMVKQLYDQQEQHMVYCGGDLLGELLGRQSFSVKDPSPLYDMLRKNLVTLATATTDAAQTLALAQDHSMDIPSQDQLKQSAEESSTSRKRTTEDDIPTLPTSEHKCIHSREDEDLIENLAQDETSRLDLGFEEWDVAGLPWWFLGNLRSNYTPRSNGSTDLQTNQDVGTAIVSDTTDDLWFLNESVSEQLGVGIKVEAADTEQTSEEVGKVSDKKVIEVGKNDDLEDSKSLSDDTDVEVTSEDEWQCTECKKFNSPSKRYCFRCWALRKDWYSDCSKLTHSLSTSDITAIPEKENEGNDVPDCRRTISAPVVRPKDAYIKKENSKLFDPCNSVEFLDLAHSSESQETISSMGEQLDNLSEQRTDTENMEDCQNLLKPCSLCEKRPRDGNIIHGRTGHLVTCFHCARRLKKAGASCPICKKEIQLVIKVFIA
Target sequence (Q00987 whole entry, looked up): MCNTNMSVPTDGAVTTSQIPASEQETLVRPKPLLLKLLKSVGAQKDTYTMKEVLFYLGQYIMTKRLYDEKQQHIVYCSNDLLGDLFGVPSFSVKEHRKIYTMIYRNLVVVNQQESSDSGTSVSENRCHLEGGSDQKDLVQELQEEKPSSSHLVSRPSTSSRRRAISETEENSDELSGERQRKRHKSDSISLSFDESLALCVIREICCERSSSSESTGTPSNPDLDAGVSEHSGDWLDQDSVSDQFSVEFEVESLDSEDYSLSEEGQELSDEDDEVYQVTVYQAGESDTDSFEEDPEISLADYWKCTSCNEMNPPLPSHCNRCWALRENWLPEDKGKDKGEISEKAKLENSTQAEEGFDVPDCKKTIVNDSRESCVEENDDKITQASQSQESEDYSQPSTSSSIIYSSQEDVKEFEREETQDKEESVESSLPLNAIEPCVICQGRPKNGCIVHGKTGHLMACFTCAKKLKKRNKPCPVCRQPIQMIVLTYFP
UPR CHOP act: activators of apoptotic CHOP UPR arm, primary screen, cell-based, CHO-CHOP luciferase reporter, luminescence, uHTS. UPR activation; percent of tunicamycin response over DMSO baseline. activation, % at 10 µM. 330,000 tested, 0.34% active;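 active means at 10 µM dose, activation of 40% or more, normalized to positive control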;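 further: 100% = tunicamycin at 10 µg/mL and 0% = DMSO alone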
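Test system: CHO CHOP reporter cells. Input: 500 CHO-CHOP cells per well. Medium: F12 with 10% FBS. Technique: luciferase luminescence. Measure: percent activation relative to tunicamycin control. Dosing: 10 µM compound, 0.5% DMSO. Timing: 16-18 h cell attachment, then 6 h compound exposure, 37 °C.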
tim10-1 inh: growth inhibitors of tim10-1 mutant yeast, primary screen, luminescence, uHTS; 330,000 tested, 2.2% active; S. cerevisiae tim10-1 ts strain growth, BacTiter-Glo, 24 h; inhibition, % at 20 µM; AID 463190, 2010;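 active means inhibition of at least 40%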;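 further: mutant grown at 25 °C; 0% = DMSO wells with yeast and 100% = wells holding no yeast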
APJ agonist: agonists of human apelin receptor APJ, primary screen, CHO-K1 cells, PathHunter beta-arrestin, luminescence; 0% DMSO wells, 100% apelin; activation, % at 20 µM; 330,000 tested, 0.11% active; P35414;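 active means activation more than six SD over the plate average, tested at 20 µM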;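 further: 0% = DMSO alone and 100% = apelin-13 at 10 nM; some results filed as inactive read as strong as hits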
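Assay system – PathHunter CHO-K1 APJ (AGTRL-1) beta-arrestin reporter cells · Compound – one dose, 20 µM compound, 1% DMSO · Timing – compound 90 min 25 °C, reagent 1 h · Measured by – luminescence from split beta-galactosidase complementation, Galacton Star/Emerald II substrate · Measure – beta-arrestin recruitment to APJ as agonist activity, luminescent signal · Benchmarks – DMSO vs Apelin-13 10 nM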
tim23-1 inh: growth inhibitors of tim23-1 mutant yeast, primary screen, luminescence, uHTS; inhibition, % at 20 µM; S. cerevisiae tim23-1 growth, BacTiter-Glo luminescence, 24 h; 330,000 tested, 1.3% active;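 active means growth inhibition of the mutant yeast at or above 50%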;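 further: temperature-sensitive mutant grown at 25 °C; plate controls were DMSO-treated mutant yeast for no effect and medium wells lacking yeast for full effect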
NLRP3 yeast inh: NALP3 inflammasome inhibitors in reconstituted yeast, primary screen, luminescence, uHTS. Yeast reconstituted NLRP3/ASC/caspase-1, beta-gal luminescence, 24 h. inhibition, % at 10 µM. 330,000 tested, 0.39% active;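 active means inhibition of 50% or more; inactive means inhibition below 50%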;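 further: plate controls were induced DMSO wells for no effect and uninduced yeast grown without galactose for full effect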
UPR XBP1 act: activators of adaptive XBP1 UPR arm, primary screen, cell-based, CHO-XBP1 luciferase reporter, luminescence, uHTS; 330,000 tested, 0.33% active; IRE1-XBP1 UPR activation; percent of tunicamycin response, DMSO as zero; activation, % at 20 µM; AID 463104, 2010;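 active means versus positive control, 20 µM dose yields 30% or more activation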;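 further: 100% = tunicamycin at 10 µg/mL and 0% = DMSO only wells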
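Material – CHO cell line with stable XBP1 luciferase reporter · Buffer or medium – F12 plus 10% FBS · Compound – single point, 20 µM final compound, 1% DMSO · Schedule – 16-18 h cell attachment at 37 °C, then 6 h compound exposure · Signal – Steady-Glo luminescence read · Benchmarks – high control tunicamycin 10 µg/mL final, low control DMSO vehicle only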
Starred values were filed as active, the others as inactive.

SMILES | TIM10 inh | GRIN3A LBD mod | Mdm2-MdmX inh | UPR CHOP act | tim10-1 inh | APJ agonist | tim23-1 inh | NLRP3 yeast inh | UPR XBP1 act
CN1CCN(Cc2cc(COCc3ccccc3)c3cccnc3c2O)CC1 | 9 | -1 | 60* | 131* | 47* | -5 | 10 | 30 | 26
O=[N+]([O-])c1ccc(OCCO)c(P(=O)(c2ccccc2)c2ccccc2)c1 | 27 | 0 | 5 | 0.0 | 13 | -4 | 14 | 7 | 1
Cc1ccc(NS(=O)(=O)c2ccc(-c3ccc(=O)[nH]n3)o2)cc1Cl | -1 | -4 | -30 | 3.7 | 15 | 5 | 8 | 16 | -6
Cn1nc(C(C)(C)C)cc1C(=O)Sc1cccc(Br)c1 | -5 | 2 | 21 | 8.3 | -43 | -4 | 19 | 11 | 8
Cc1nn(CC(=O)Nc2ccccn2)c(=O)c2ccccc12 | 0 | 1 | -16 | 2.3 | 0 | 9 | 4 | 18 | -2
O=C(NCc1cccnc1)c1cccn1-c1ncc(C(F)(F)F)cc1Cl | -5 | -1 | -1 | -1.9 | -7 | -3 | -1 | 9 | 0
CC(=O)c1ccc(NC(=S)N2CCCC(CO)C2)cc1 (centres undefined) | 11 | 0 | -45 | 0.4 | -3 | 2 | 0 | 16 | 1
CCOC(=O)c1c(C)[nH]c(C)c1C(=O)COC(=O)Cc1n[nH]c(=O)c2ccccc12 | 6 | 0 | 29 | -0.7 | -10 | -2 | -5 | 15 | 0
CCc1nnc(NC(=O)c2cc(-c3cccnc3)nc3ccccc23)s1 | 3 | -3 | -9 | 0.7 | 7 | -3 | -2 | 4 | 1
Cc1ccccc1N1CCN(CCC(=O)Nc2ccc(F)cc2)CC1 | -7 | 0 | 5 | 1.0 | 7 | -2 | 20 | 16 | -5
Cc1ccccc1N1CCN(C(=O)c2ccccc2NC(=O)c2ccccc2C(=O)O)CC1 | 6 | -1 | 7 | -0.5 | 35 | -1 | 22 | 23 | 0
Cc1ccc(N2C(=O)C3CC(c4ccccc4)=C4C5C=CC(C6C(=O)N(c7ccc(C)cc7)C(=O)C56)C4C3C2=O)cc1 (centres undefined) | 11 | -6 | -28 | 0.5 | 7 | 0 | -4 | 4 | 0
O=C(NC(=S)NCCO)c1sc2ccccc2c1Cl | 1 | -2 | -29 | 5.2 | 5 | -3 | 13 | 12 | 2
COc1ccc(Nc2cc(C)nc(-n3nc(C)cc3C)n2)cc1 | 43* | 0 | 42 | 63* | 32 | -6 | 43 | 16 | 121*
COc1cccc(NC(=O)[C@H](NC(=O)[C@@H]2Cc3ccccc3CN2)c2ccccc2)c1 | -3 | 1 | 11 | 5.5 | 4 | -1 | 2 | 11 | -1
CCOC(=O)C1=C(C(F)(F)F)Nc2ncnn2C1c1ccc(OC)cc1OC (centres undefined) | 3 | 3 | -16 | -1.2 | 18 | -2 | 1 | 5 | -1
CN1CC(c2ccccc2)C(c2ccc(Cl)cc2)=N1 (centres undefined) | 24 | -7 | -4 | 2.1 | 22 | -3 | 11 | -75 | -3
O=C(O)CSc1ncnc2sc3c(c12)CCC3 | 9 | 2 | -1 | 1.5 | 9 | -2 | -3 | -8 | -1
CCCCn1nc(NC(=O)CC)c2cc3cc(OC)ccc3nc21 | -4 | -1 | -11 | -1.2 | 5 | 3 | 7 | 16 | -1
Nc1c(Br)c(=O)[nH]c(=O)n1-c1ccc(F)cc1 | 12 | 1 | 12 | 2.2 | 8 | -3 | 23 | 12 | -2
CC1(C)CC(N=Cc2c(O)n(Cc3ccc4c(c3)OCO4)c(=O)c3ccccc23)CC(C)(C)N1 | -12 | 0 | 93* | 3.0 | 1 | -3 | -21 | 3 | -1
CCN(CC(=O)Nc1c(F)cccc1F)C(=O)CCN1C(=O)c2cccc([N+](=O)[O-])c2C1=O | -3 | 1 | 5 | 0.8 | -6 | -1 | 3 | 8 | 0
COc1cccc(CNC(=O)CCC2CCCN(C(=O)C3=CC(=O)CC(C)(C)O3)C2)c1 (centres undefined) | 11 | 0 | 9 | 2.8 | 12 | -2 | 11 | 11 | -1
CCN(CC)S(=O)(=O)c1c(OC)cc(C)c(Cl)c1C | 16 | 2 | 8 | -1.1 | -8 | -4 | 28 | -15 | -1

Entries listed so far that bear a hit mark in UPR XBP1 act.
Molecule	GRIN3A LBD mod	Mdm2-MdmX inh	APJ agonist	NLRP3 yeast inh	UPR XBP1 act
COc1ccc(Nc2cc(C)nc(-n3nc(C)cc3C)n2)cc1	0	42	-6	16	121*

Additional entries:
SMILES | TIM10 inh | GRIN3A LBD mod | Mdm2-MdmX inh | UPR CHOP act | tim10-1 inh | APJ agonist | tim23-1 inh | NLRP3 yeast inh | UPR XBP1 act
O=C1C[C@@H](c2ccc(O)cc2)Oc2cc(O)cc(O)c21 | 2 | -1 | 3 | 0.4 | 10 | 5 | 2 | 9 | 4
O=C(OCC(=O)C12CC3CC(CC(C3)C1)C2)c1ccc(CO)cc1 | 16 | 0 | -17 | 5.1 | 21 | -2 | 21 | 27 | 2
Cc1cc(OCC(=O)NCC(c2cccs2)N2CCOCC2)ccc1C(C)C (centres undefined) | -2 | 1 | 22 | 0.8 | 2 | 0 | 5 | 12 | -4
Fc1cccc(Cl)c1CSc1nnnn1-c1ccc2c(c1)OCO2 | 30 | -3 | 42 | -1.9 | 27 | -7 | 46 | 5 | 0
CC1CN(C(=O)COC(=O)[C@@H]2CC(O)CN2S(=O)(=O)c2ccc3c(c2)OCCO3)CC(C)O1 (some centres undefined) | 6 | -2 | 0 | 1.2 | 2 | 0 | 17 | -1 | 0
COCCNCCOc1ccc(C)cc1[N+](=O)[O-] | -2 | 0 | 1 | -2.4 | 2 | -5 | 13 | 5 | 0
CCC(CC)c1nnc(NC(=O)CCCN2C(=O)c3ccccc3C2=O)s1 | 8 | 4 | -7 | 0.1 | 23 | 2 | 24 | -1 | 1
CN(CCNC(=O)C1(O)c2ccccc2NC(=O)N1c1ccccc1)Cc1ccccc1 (centres undefined) | -11 | 2 | -4 | -0.8 | 6 | -9 | 3 | 6 | -1
O=C(N=C1N=C2C=CC=CN2Cc2ccccc21)c1ccc(S(=O)(=O)N2CCCC2)cc1 | 15 | 1 | -2 | 1.0 | 3 | -3 | 33 | 10 | 3
Cc1nc2ccccc2c(=O)n1/N=C/c1cccnc1 | -13 | -1 | 8 | 0.0 | 10 | 1 | 10 | 8 | -2
COc1ccc(NC(=O)c2cc(Br)ccc2Cl)c(OC)c1 | -6 | -1 | -4 | 4.2 | 15 | -1 | 0 | 6 | 1
N#C/C(=C\c1ccc(-c2cccc([N+](=O)[O-])c2)o1)C(=O)Nc1nc(-c2cccs2)cs1 | 4 | 11* | -8 | 0.2 | 16 | -7 | 10 | 21 | 2

Profiles, quoted from the list. Screens in order: TIM10 inh	GRIN3A LBD mod	Mdm2-MdmX inh	UPR CHOP act	tim10-1 inh	APJ agonist	tim23-1 inh	NLRP3 yeast inh	UPR XBP1 act
Listed for `COCCNCCOc1ccc(C)cc1[N+](=O)[O-]` : -2	0	1	-2.4	2	-5	13	5	0
Listed for `O=C(N=C1N=C2C=CC=CN2Cc2ccccc21)c1ccc(S(=O)(=O)N2CCCC2)cc1` : 15	1	-2	1.0	3	-3	33	10	3

Random excerpt: 3 records from the list.
SMILES | TIM10 inh | GRIN3A LBD mod | Mdm2-MdmX inh | UPR CHOP act | tim10-1 inh | APJ agonist | tim23-1 inh | NLRP3 yeast inh | UPR XBP1 act
CC1CN(C(=O)COC(=O)[C@@H]2CC(O)CN2S(=O)(=O)c2ccc3c(c2)OCCO3)CC(C)O1 (some centres undefined) | 6 | -2 | 0 | 1.2 | 2 | 0 | 17 | -1 | 0
O=C(N=C1N=C2C=CC=CN2Cc2ccccc21)c1ccc(S(=O)(=O)N2CCCC2)cc1 | 15 | 1 | -2 | 1.0 | 3 | -3 | 33 | 10 | 3
CCC(CC)c1nnc(NC(=O)CCCN2C(=O)c3ccccc3C2=O)s1 | 8 | 4 | -7 | 0.1 | 23 | 2 | 24 | -1 | 1

Continuation:
SMILES | TIM10 inh | GRIN3A LBD mod | Mdm2-MdmX inh | UPR CHOP act | tim10-1 inh | APJ agonist | tim23-1 inh | NLRP3 yeast inh | UPR XBP1 act
Cc1noc(C)c1COC(=O)CCCc1c[nH]c2ccccc12 | -11 | -7 | 3 | -2.0 | 12 | 5 | 11 | 6 | -3
O=C(CSc1nnc(Cc2cccs2)n1-c1ccccc1)NC1CCCCC1 | 31 | -1 | 28 | -0.1 | 11 | 0 | 25 | 5 | -2
Cc1ccc(-n2nc3c(N4CCC(C(=O)N5CCC(C(N)=O)CC5)CC4)nnc(C)c3c2C)cc1 | 5 | 0 | -14 | -1.4 | 0 | -4 | 9 | 9 | 0
CCN(CC)c1nc(Nc2ccc(Cl)cc2)nc(OCC#N)n1 | -5 | -11 | 29 | -1.4 | 12 | -3 | 7 | 7 | 4
Cc1c(C#N)c2ncnc(N)c2n1-c1ccccc1 | 2 | -1 | 24 | 0.1 | 11 | -3 | 1 | 4 | 0
N#Cc1nc(COc2ccc(Cl)cc2Cl)oc1N1CCN(c2ccccc2)CC1 | 13 | -1 | 32 | -1.1 | 24 | -4 | 12 | 0 | -1
C=CCN1c2ccccc2[C@]23C[C@@H](C(=O)OC)N(C(=O)c4ccc(Br)cc4)C2=NC(C(=O)OC)=C(C(=O)OC)[C@H]13 | 16 | 1 | 96* | 24 | 22 | 6 | 20 | 5 | 4
CCCCn1c(SCC(=O)NNC(=O)c2ccco2)nnc1-c1ccco1 | 8 | -1 | 9 | 0.1 | 1 | -1 | -1 | -2 | 0
CCOC(=O)c1cc(-c2ccccc2)nc2nc(N3CCCCC3)sc12 | -13 | -1 | -6 | 7.2 | -11 | -1 | -7 | 30 | 2
O=Cc1ccc(OCCCOc2cccc3cccnc23)cc1 | 14 | 0 | -6 | -0.5 | 39 | 8 | 36 | 35 | 1
O=C(Nc1cccnc1)C1CCCN(S(=O)(=O)c2ccccc2)C1 (centres undefined) | -7 | -2 | 12 | 1.7 | -9 | 0 | 15 | 0 | -3
COc1ccc(CNC(=O)CSc2nnc(C)s2)cc1 | -4 | 0 | -1 | 0.4 | 6 | 1 | 4 | 4 | 4
CSc1ccc(CN(C)C(=O)COc2ccc(C(=O)c3ccccc3)cc2)cc1 | -4 | -4 | 65* | 0.3 | 11 | -6 | 24 | 27 | 0
CC(=O)Nc1ccc2c3c(cccc13)CC2 | -2 | 0 | 16 | -0.8 | 1 | -6 | -3 | -3 | 1
CCn1c(C(C)NS(=O)(=O)c2ccc(Cl)cc2)n[nH]c1=S (centres undefined) | 3 | 1 | 21 | 1.2 | -10 | 3 | -9 | 12 | 0
CCOc1ccc(NC(=O)CN(C)C(=O)C2CC(=O)N(CCc3ccccc3)C2)cc1OCC (centres undefined) | -10 | 0 | 14 | 1.0 | -12 | -4 | -26 | 4 | -2
